# Hsp90 Hop PPI: qHTS Assay for Disrupters of an Hsp90 Co-Chaperone Interaction; AID 595, 2007; actives 0.44% (n = 71,000); AlphaScreen TPR2A-His6 binding biotin-Hsp90 C-terminal peptide; Potency, µM (series often up to 57 µM), inactives show at the top dose activity change, negative = inhibition; active means well fitted curve in either direction with a large enough effect; inconclusive means small, poorly fitted or top-dose-only effect, or another doubt; further: potency means the concentration at half of the fitted maximal effect; on the % scale 0 is the no-effect control and ±100 the full control effect; many of its hits are not listed in these tables
# HADH2 inh: qHTS Assay for Inhibitors of HADH2 (Hydroxyacyl-Coenzyme A Dehydrogenase, Type II) | actives 3.4% (n = 73,000) | 3-hydroxyacyl-CoA dehydrogenase type-2 (Homo sapiens), Q99714 | AID 886, 2007 | recombinant HADH2, NADH fluorescence, beta-hydroxybutyryl-CoA | Potency, µM (highest dose often 57.1 µM), inactives show at the highest dose activity change, negative = inhibition, usual class: inhibitors; further: potency means the concentration at half of the fitted maximal effect; on the % scale 0 is the no-effect control and ±100 the full control effect; nearly all actives have a fitted effect of over 60% in size; many of its hits are not listed in these tables
# Target sequence (Q99714 whole entry, looked up, one chain of several): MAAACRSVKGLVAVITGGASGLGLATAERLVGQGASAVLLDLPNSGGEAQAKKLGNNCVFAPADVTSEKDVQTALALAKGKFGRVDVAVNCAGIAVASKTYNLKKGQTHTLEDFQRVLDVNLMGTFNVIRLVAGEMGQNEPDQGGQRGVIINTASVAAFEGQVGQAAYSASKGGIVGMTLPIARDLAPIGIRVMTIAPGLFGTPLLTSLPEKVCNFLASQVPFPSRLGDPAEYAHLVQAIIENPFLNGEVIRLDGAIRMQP
#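 Read-out: 360 nm excitation, 450 nm emission, kinetic over 4 min. Conditions: His-tagged human HADH2 20 nM, pH 9.0 Tris with Tween-20, 1 mM NAD+, 90 uM beta-hydroxybutyryl-CoA.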
# CRE-bla Fsk: Cell signaling CRE-BLA (Fsk stim). actives 2.5% (n = 71,000). Potency, µM (titrated, usually from 38.2 µM), for the others: top-dose activity change, negative = inhibition, hits mostly activators. AID 662, 2007. CHO CRE-bla reporter (cAMP response element driving beta-lactamase), forskolin EC10, beta-lactamase ratio; active means well fitted activation curve with a large enough effect in the signal ratio, with a control signal flat, not every such curve was filed as active; inconclusive means small, poorly fitted or top-dose-only effect, or effect the other way, or a change in a side signal; the % refers to the signal ratio; further: potency means the concentration at half of the fitted maximal effect; % of control where 0% means no effect
#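 Cells were plated overnight at 37 °C, exposed to compound titrations plus EC10 NKH 477 for 3 h, then given CCF4 dye for 2 h at room temperature. Blue/green (460/530 nm) ratio was converted to %Activity and AC50 values calculated.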
# Ub-GFP proteasome: Ubiquitin-GFP Assay | 67,000 tested, under 10 active | Ubiquitin-GFP reporter cells, proteasome inhibition, GFP fluorescence; response scale: untreated = 0%, 10 µM MG-132 = 100% | Potency, µM (doses to about 45.9 µM), without a hit: top-dose activation (GFP accumulation), actives largely listed as activators | AID 526, 2006; active means well fitted activation curve with a large enough effect, not every such curve was filed as active; inconclusive means small, poorly fitted or top-dose-only effect, or another doubt; inactive means no such curve, though single readings can be large or run the other way; further: potency means the concentration at half of the fitted maximal effect
#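 Reporter cells (U2OS, ubiquitin-G76V-GFP fusion) are plated overnight, then treated 4 hr at 37 °C with compound titrations from 46 uM down to 2.9 nM. Activity is scaled against untreated cells and 10 uM MG-132.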
# ALOX15 inhib: qHTS Assay for Inhibitors of 15-hLO (15-human lipoxygenase); purified 15hLO-1, xylenol orange hydroperoxide absorbance; Potency, µM (highest dose often 57.1 µM), for inactives: at the top dose activity change, negative = inhibition, usual class: inhibitors; actives 1.4% (n = 74,000); AID 887, 2007; further: potency means the concentration at half of the fitted maximal effect; on the % scale 0 is the no-effect control and ±100 the full control effect; nearly all actives have a fitted effect of over 55% in size
#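 Purified human 15hLO-1 (40 nM final) in 25 mM Hepes pH 7.5, 0.01% Triton X-100 was preincubated with compound 15 min at room temperature, then reacted 6 min with 50 uM arachidonic acid; hydroperoxide detected by Fe-XO, 573/405 nm absorbance ratio.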
# BRCT PPI red: qHTS Assay for Inhibitors of BRCT-Phosphoprotein Interaction (Red Fluorophore). actives 0.03% (n = 75,000). Potency, µM (top dose mostly 76.9 µM), for the others: top-dose activity change, negative = inhibition, most hits filed as inhibitors. BRCT-phosphopeptide binding, red fluorescence polarization; further: on the % scale 0 is the no-effect control and ±100 the full control effect
#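 Rhodamine-labelled pBACH1 10-mer (100 nM) bound to BRCT domain (100 nM) at pH 7.3; compounds incubated 12 min room temperature, polarization read. Free peptide defines full inhibition; unlabelled decapeptide titrated as control.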
# Pol III holo inh: qHTS Assay for Inhibitors of DNA Polymerase III Holoenzyme System. reconstituted DNA polymerase III holoenzyme replication, biochemical. Potency, µM (highest dose often 57.1 µM), without a hit: at the top dose activity change, negative = inhibition. actives 0.25% (n = 71,000). AID 603, 2007; further: potency means the concentration at half of the fitted maximal effect; on the % scale 0 is the no-effect control and ±100 the full control effect
#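 Reconstituted *E. coli* holoenzyme (0.35 nM Pol III, 1 nM beta, 154 nM SSB, 2 nM primase) was preincubated with compound for 15 min at RT. Synthesis on 1.4 nM ssM13Gori ran 35 min, then was stopped with PicoGreen/EDTA and read as dsDNA fluorescence.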
# Epigenetic mod: qHTS Assay for Epigenetic Modulators. mouse C127i GFP locus derepression, cytometry, 30 h. Potency, µM (doses to about 46.1 µM), for the others: at the top dose GFP derepression (activation). actives 0.09% (n = 68,000); further: % of control where 0% means no effect
#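 Locus derepression in mouse mammary C127i cells whose integrated CMV-GFP reporter is normally silent; GFP expression after 30 h compound treatment was quantified by counting fluorescent cells.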
# USP2a inhib: qHTS Assay for Inhibitors of Ubiquitin-specific Protease USP2a. Ubiquitin carboxyl-terminal hydrolase 2 (Homo sapiens), O75604. USP2a enzymatic assay, qHTS inhibition. Potency, µM (series often up to 38.3 µM), inactives show top-dose activity change, negative = inhibition, usual class: inhibitors. actives 0.1% (n = 60,000);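 further: potency means the concentration at half of the fitted maximal effect; nearly all actives have a fitted effect of over 60% in size; plate controls were DMSO for no effect and NEM full inhibition control for full effect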
# Target sequence (O75604 whole entry, looked up): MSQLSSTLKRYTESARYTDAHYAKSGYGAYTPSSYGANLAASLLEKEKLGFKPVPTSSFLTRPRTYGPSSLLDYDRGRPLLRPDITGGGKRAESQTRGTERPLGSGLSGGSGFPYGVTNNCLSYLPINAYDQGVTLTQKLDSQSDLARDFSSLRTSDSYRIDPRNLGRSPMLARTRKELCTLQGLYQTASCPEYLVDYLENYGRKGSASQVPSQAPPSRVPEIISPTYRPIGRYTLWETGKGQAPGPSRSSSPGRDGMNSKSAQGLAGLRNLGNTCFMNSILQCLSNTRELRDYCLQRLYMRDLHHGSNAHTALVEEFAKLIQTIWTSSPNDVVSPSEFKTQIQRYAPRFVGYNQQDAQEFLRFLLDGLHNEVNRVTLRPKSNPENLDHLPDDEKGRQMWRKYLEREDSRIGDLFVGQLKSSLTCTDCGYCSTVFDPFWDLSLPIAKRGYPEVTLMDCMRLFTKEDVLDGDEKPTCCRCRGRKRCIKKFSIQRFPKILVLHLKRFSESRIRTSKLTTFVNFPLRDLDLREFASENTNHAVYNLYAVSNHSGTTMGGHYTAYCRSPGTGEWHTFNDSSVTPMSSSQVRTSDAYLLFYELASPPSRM
#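 USP2 core (20nM final) preincubated 30 min RT with compound, then Ub-PLA2 20nM and NBD C6-HPC 20uM final added; buffer 20mM Tris-HCl pH 8.0, 2mM CaCl2. Fluorescence Ex 460/Em 535 read at 0 and 2.5 h; normalized to NEM.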
# BRCT inh green: qHTS Assay for Inhibitors of BRCT-Phosphoprotein Interaction (Green Fluorophore); Breast cancer type 1 susceptibility protein (Homo sapiens), P38398; BRCA1 BRCT-phosphopeptide binding, green fluorescence polarization; Potency, µM (doses to about 76.9 µM), for the others: at the top dose activity change, negative = inhibition, hits mostly inhibitors; actives 0.05% (n = 75,000); AID 875, 2007;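 further: potency means the concentration at half of the fitted maximal effect; plate controls were peptide without protein for full effect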
#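 Fluorescence polarization: His-tagged BRCT (~35 kDa BRCA1 C-terminus, 250 nM) bound to 100 nM fluorescein-labeled phosphorylated 10-aa BACH1 peptide, pH 7.3 phosphate buffer with DTT and Tween 20. Compounds incubated 12 min at room temperature; inhibition read as lowered polarization.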
# HBB splice mod: qHTS Assay for Modulators of Hemoglobin Beta Chain Splicing | HBB splicing reporter cell assay, activation; EGFP reporter with mutant IVS2-654 intron; response scale: normalised to 500 nM splice-correcting PNA | Potency, µM (top dose mostly 46.1 µM), inactives show at the highest dose activation, actives largely listed as activators | actives 0.06% (n = 65,000) | AID 925, 2007; further: potency means the concentration at half of the fitted maximal effect; 0% is about no effect
#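 HeLa cells stably expressing EGFP interrupted by mutant beta-globin intron 2 (IVS2-654), 500/well in 2% FCS. Treated with compound for 2 days at 37C. Splicing correction scored as total well GFP intensity (488 nm excitation, 500-520 nm emission); 500 nM antisense PNA served as control.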
# An asterisk follows results filed as active; ? = inconclusive; / = not tested or not shown; & = joins results of further samples; [ ] = remark or other dose. Unless noted, the call rests on the fitted dose curve; in most records, active means well fitted curve in the direction sought with a large enough effect; inconclusive means small, poorly fitted or top-dose-only effect, or another doubt; inactive means no such curve, though single readings can be large; an effect the other way counts as inactive or inconclusive.
SMILES	Hsp90 Hop PPI	HADH2 inh	CRE-bla Fsk	Ub-GFP proteasome	ALOX15 inhib	BRCT PPI red	Pol III holo inh	Epigenetic mod	USP2a inhib	BRCT inh green	HBB splice mod
O=C1CC(c2ccc(F)cc2)Cc2nc(N3CCOCC3)ncc21 (configuration not stated)	2%	7%	9%	-2%	-7%	-0.3%	-3%	0%	7%	-2.7%	0.1%
COC(=O)c1c(NC(=O)c2ccc(S(=O)(=O)N3CCOCC3)cc2)sc2c1CCN(C)C2	-10%	-15%	?	-2%	2%	-0.5%	-11%	6%	30%[activator]	-3.8%	-5.7%[0.369 µM]
O=C(O)CCN1C(=O)C2C3C=CC(C3)C2C1=O (configuration not stated)	0%	-2%	1%	-2%	-2%	-0.9%	-4%	3%	-4%	-0.9%	0.0%[57.5 µM]
Cc1cc(C)n(-c2ccc(C(=O)Nc3nnc(C4CC4)s3)cc2)n1	-4%	-7%	5%	0%	2%	0.5%	-3%	-1%	9%	1.1%	-0.8%
O=C(CCC1COc2ccccc2O1)N1CCCC1 (configuration not stated)	-8%	-10%	-3%	4%	-1%	-2.3%	-7%	-2%	6%	1.2%	-1.0%
Cn1nnc2cc(C(=O)N3CCN(c4ccccc4)CC3)ccc21	0%	5%	4%	0%	8%	0.9%	5%	-1%	0%	-0.6%	-0.1%
COc1cc(NC(=O)c2ccc(Cl)cc2)c(OC)cc1NC(=O)CN1CCOCC1	-8%	-1%	?	-3%	-4%	-0.6%	-2%	2%	32%[activator]	1.1%	-2.5%
C[C@@H](CC(=O)O)[C@@H](N)C(=O)O	-5%	0%	-24%	4%	-19%[25.6 µM]	0.6%	-2%	0%	/	0.1%	/
CN(C)C(=O)c1ccc(NC(=O)c2cncc(Br)c2)cc1	-2%	0%	-23%	-2%	-1%	-0.5%	-1%	4%	3%	2.5%	4.2%
CCn1c(=O)c(C(=O)Nc2ccccc2S(N)(=O)=O)c(O)c2ccccc21	0%	4%	13%	0%	-7%	-1.2%	-3%	2%	?	-1.5%	/
CCOc1cccc(OCCCNCCCOC)c1	-2%	8%	-2%	10%	-10%	2.5%	3%	2%	-7%	-4.1%	-0.3%[9.22 µM]
CCn1c(SCC(=O)N2CCCc3ccccc32)nnc1-c1c[nH]c2ccccc12	-5%	-3%	-15%	2%	-7%	-2.4%	-7%	-3%	34%[activator]	-2.7%	-0.3%
Cc1[nH]c2ccc(-c3n[nH]c(=S)n3C)cc2c1C	-14%[11 µM]	?	23%[7.6 µM]	-5%[9.17 µM]	-22%[11.4 µM]	-1.4%	0%[11.4 µM]	-2%	10%[7.66 µM]	-1.1%	-1.6%[0.0738 µM]
COc1ccc(CC(=O)NC(C)c2nnc(SCC(=O)Nc3nc(C)cs3)n2C)cc1 (configuration not stated)	-6%	-4%	-6%	-2%	6%	-1.1%	4%	-2%	9%	0.5%	-0.4%
O=c1c2ccccc2c(C=Nc2ccc(Cl)cn2)c(O)n1-c1cc(Cl)ccc1N1CCOCC1	-5%	11%	5%	2%	3%	0.6%	-2%	8%	11%	0.0%	0.2%[57.5 µM]
CC(C)OCC(O)Cn1c(N2CCCC2)nc2c1c(=O)[nH]c(=O)n2C (configuration not stated)	-2%	-2%	2%	3%	6%	-0.9%	-3%	-4%	3%	-2.5%	/
Cc1ccc(C2/C(=C(/O)c3ccc(Br)cc3)C(=O)C(=O)N2Cc2ccco2)o1 (configuration not stated)	-4%	?	-3%	-4%	18%	-0.6%	-5%	10%	35%[activator]	-1.0%	-2.0%
CCCc1nn(C)c2c1C(c1ccncc1)C(C#N)=C(N)O2 (configuration not stated)	-6%	-8%	-10%	1%	8%	-0.2%	-7%	3%	0%	-1.1%	-1.0%[57.5 µM]
CCn1c(SCC(=O)Nc2nccs2)nnc1-c1ccc(S(=O)(=O)N2CCCCC2)cc1	-3%	5%	-8%	-2%	2%	-1.6%	-8%	-1%	37%[activator]	-1.3%	-0.4%[57.5 µM]
Cc1ccc(CSC(N)=Nc2ccccc2)cc1C	4%[11 µM]	0%[11.4 µM]	-4%[7.6 µM]	-2%[9.17 µM]	1%[11.4 µM]	-0.4%[15.4 µM]	-5%[11.4 µM]	-3%[9.22 µM]	/	-1.6%[15.4 µM]	3.2%[9.22 µM]
Cc1oc(-c2cccc(Cl)c2)nc1CN1CCC(C(=O)N2CCN(c3ccccn3)CC2)CC1	-1%[2.3 µM]	3%	-5%	15%	-3%	0.3%	3%	/	/	0.8%	-0.5%
CN1CCN(c2ncnc3ccc(-c4ccccc4C#N)cc23)CC1	-3%	12%	10µM*	8%	7%	-2.9%	-9%	-3%[9.22 µM]	-13%	9.4%	-1.7%
O=c1nccc(NCc2ccco2)[nH]1	-3%	10%	-6%	0%	0%	-0.4%	0%	0%	3%	-3.5%	2.4%[57.5 µM]
O=C(/C=C/c1ccc(O)c(O)c1)OC1C[C@](O)(C(=O)O)C[C@@H](O)[C@H]1O (some centres not stated)	0%&3%	7.9µM*	-4%&-4%	/	-17%&-2%	0.4%&-0.9%	-12%&-4%	/	/	-8.2%&-0.7%	-0.1%&1.2%
CC(C)(C#N)NC(=O)c1ccco1	2%	-2%	-3%	-6%	12%	-1.2%	1%	4%	-4%	0.4%	0.2%
O=C(c1ccc(Cl)cc1)N1CCC(c2nc(-c3cccs3)no2)CC1	1%	10%	-4%	-3%	2%	-3.3%	-2%	0%	0%	-0.2%	/
Cc1ccc(C)c(-n2c(SCC(=O)Nc3nnc(C)s3)nnc2-c2ccoc2C)c1	-9%	9%	0%	1%	-10%	-0.9%	-2%	8%	17%	1.5%	-0.1%[57.5 µM]
COc1ccc2[nH]c(=O)c(CN(Cc3ccccc3OC)Cc3nnnn3CC3CCCO3)cc2c1 (configuration not stated)	-3%	-18%	11%	-5%	20µM*	1.4%	-1%	2%	197%[activator]	-5.2%	/
CCOc1ccc(OCC)c(NC(=O)CSc2nc3cccnc3n2C)c1	-7%	2%	?	3%	-7%	-4.3%	0%	-1%	32%[activator]	2.0%	-1.0%
COc1ccc(S(=O)(=O)Cc2ccc(C(=O)N3CCN(Cc4ccccc4)CC3)o2)cc1	-1%[2.3 µM]	-5%	6%	2%	5%	1.0%	-1%	/	/	-2.3%	0.2%
CC1(C)CC(=O)C2=C(C1)Nc1ccccc1NC2c1nc2ccccc2[nH]1 (configuration not stated)	0%	-23%	-10%	-12%	3%	-0.4%	-6%	0%	/	-0.5%	-0.5%
CCCc1cc(=O)[nH]c(SCC(=O)NC(=O)c2ccccc2)n1	-1%	-5%	-8%	1%	1%	1.1%	-4%	0%	-5%	-1.3%	0.6%[57.5 µM]
CCCN1CCN(C(=O)Cn2c(=O)oc3cc(S(=O)(=O)NCc4ccccc4)ccc32)CC1	-4%	5%	-2%	-6%	2%	-0.1%	6%	2%	/	-1.4%	-0.7%
Cn1c(=O)c(-c2cc(F)cc(F)c2)nc2cnc(Oc3cccc(Cl)c3)nc21	-2%	7%	10µM*	-6%	-9%	-3.4%	4%	5%[9.22 µM]	36%[activator]	-1.5%	-0.9%
CCN1CCN(C(=O)c2cn(CCOC)c(=O)c3c2c2ccccc2n3C)CC1	1%	?	?	4%	2%	0.4%	-12%	-1%	2%	-2.3%	-2.1%

# Only part of the results is shown; the hit share may differ from the screen's.
